HKDC1 inh = inhibitors of human hexokinase HKDC1; 340,000 tested, 0.16% active; recombinant HKDC1, G6PDH/diaphorase resazurin coupled fluorescence; AID 493160; inhibition, % at 20 µM; Q2TB90;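 active = inhibition above about 35% when tested at 20 µM, limit read from the data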;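 note: plate controls were DMSO wells with enzyme for no effect and DMSO wells lacking enzyme for full effect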
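System: Recombinant HKDC1 hexokinase | Amount: HKDC1 at 5 µg/mL | Reagent: Glucose with 1 mM ATP | Doses: Single 20 µM dose | Incubation: Reaction time 90 min, room temperature, protected from light | Signal: Coupled resazurin fluorescence, excitation 525 nm, emission 613 nm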
SENP6 block = blocks the human protease SENP6 | 330,000 tested, 1.8% active | Recombinant SENP6 catalytic domain, aminoluciferin luminescence | AID 2599 | inhibition, % at 10 µM;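 active = inhibition above about 50% at the single tested dose, limit read from the data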;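 note: plate controls were DMSO wells with enzyme for no effect and DMSO wells lacking enzyme for full effect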
MPTP inh = permeability transition pore inhibition | inhibition, % at 10 µM | 360,000 tested, 1.4% active | isolated mouse mitochondria, Ca2+ swelling absorbance, 30 min;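 active = inhibition of 50% or more, scaled per plate between neutral and stimulator controls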;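 note: 0% = DMSO wells given calcium and 100% = 1 mM EGTA wells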
PfG6PD inh = PfG6PD (Plasmodium falciparum) enzyme inhibition | PfGluPho enzyme, NADPH resazurin-diaphorase fluorescence | inhibition, % at 20 µM | 350,000 tested, 0.78% active;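 active = inhibition reaching at least a set limit at 20 µM in the primary screen, cut at about 59% in these data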;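 note: 0% = DMSO wells with substrate and 100% = DMSO wells lacking glucose-6-phosphate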
NR3A LBD binder = modulators (binders) of human NR3A ligand-binding domain. NR3A LBD differential scanning fluorimetry, Tm shift; 0% = protein alone, 100% = glycine-bound protein. Tm shift relative to glycine control, % at 25 µM. 340,000 tested, 2.5% active;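 active = melting temperature shift of at least 10% of the positive control shift, at one fixed dose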
SENP7 inh = blocks the human protease SENP7 | Q9BQF6 | recombinant SENP7, Z-RLRGG-aminoluciferin luminescence, 40 min | inhibition, % at 5 µM | 330,000 tested, 1.5% active | AID 434973;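 active = inhibition above about 50% at the single test dose, limit read from the data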;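 note: plate controls were DMSO with enzyme for no effect and no enzyme buffer wells for full effect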
Target sequence (Q9BQF6 706-1050 limits assumed): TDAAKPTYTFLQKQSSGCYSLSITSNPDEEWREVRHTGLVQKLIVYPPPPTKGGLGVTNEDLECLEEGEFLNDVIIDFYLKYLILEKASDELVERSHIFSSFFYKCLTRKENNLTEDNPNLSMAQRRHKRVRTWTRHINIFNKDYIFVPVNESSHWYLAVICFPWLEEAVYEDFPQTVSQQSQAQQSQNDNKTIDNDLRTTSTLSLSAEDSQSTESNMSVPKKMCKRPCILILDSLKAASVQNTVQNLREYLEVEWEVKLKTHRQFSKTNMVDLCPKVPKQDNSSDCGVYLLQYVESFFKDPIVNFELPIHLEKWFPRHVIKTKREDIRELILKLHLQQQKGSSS
ATG4B inh = blocks human ATG4B protease cleavage of LC3 substrate. ATG4B cleavage of LC3-PLA2, NBD-HPC fluorescence, 1 h. inhibition, % at 8.33 µM. 340,000 tested, 0.51% active. AID 504462; in the data active = inhibition above about 40%
Target sequence (Q9Y4P1 whole entry, looked up): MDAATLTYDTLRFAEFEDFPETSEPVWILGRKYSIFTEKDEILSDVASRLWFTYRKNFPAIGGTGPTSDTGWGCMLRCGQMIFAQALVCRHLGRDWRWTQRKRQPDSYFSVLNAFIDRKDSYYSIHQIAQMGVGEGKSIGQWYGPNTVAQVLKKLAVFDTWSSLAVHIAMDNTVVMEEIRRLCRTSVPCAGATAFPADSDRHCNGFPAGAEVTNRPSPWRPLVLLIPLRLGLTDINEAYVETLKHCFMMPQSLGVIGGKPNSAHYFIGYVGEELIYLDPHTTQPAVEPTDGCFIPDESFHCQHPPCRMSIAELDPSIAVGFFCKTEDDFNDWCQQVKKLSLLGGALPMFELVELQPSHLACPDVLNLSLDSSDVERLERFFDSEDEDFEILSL
SENP8 block = inhibitors of human SENP8 protease; inhibition, % at 20 µM; AID 602440; Q96LD8; recombinant SENP8, Nedd8 substrate fluorescence; 360,000 tested, 0.64% active; in the data active = inhibition mostly above about 40%, no sharp cut-off; inactive = mostly below about 27%
Target sequence (Q96LD8 whole entry, looked up): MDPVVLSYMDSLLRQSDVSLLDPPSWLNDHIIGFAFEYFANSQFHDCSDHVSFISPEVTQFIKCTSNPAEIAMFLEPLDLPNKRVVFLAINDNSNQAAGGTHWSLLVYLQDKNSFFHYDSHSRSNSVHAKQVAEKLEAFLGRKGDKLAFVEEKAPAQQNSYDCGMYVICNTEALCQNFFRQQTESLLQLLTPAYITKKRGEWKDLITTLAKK
Starred values were filed as active, the others as inactive; . = no result given.

Labels used below: A = HKDC1 inh; B = SENP6 block; C = MPTP inh; D = PfG6PD inh; E = NR3A LBD binder; F = SENP7 inh; G = ATG4B inh; H = SENP8 block
> CC(=O)Nc1ccc(S(=O)(=O)Nc2nc3n(n2)C(c2ccccc2)CC(=O)N3)cc1 (stereo unspecified)
  A: -5; B: -19; C: 0.8; D: -16; E: 1; F: 14; G: 6; H: 9

> CCOc1ccc(C(=O)N2CCSC2=S)cc1
  A: 1; B: 10; C: -2.3; D: 9; E: 1; F: 6; G: -14; H: 14

> COc1ccc(NC(=O)c2ccccc2Cl)c(NC(=O)c2ccco2)c1
  A: 3; B: -9; C: -3.2; D: 0; E: 4; F: 2; G: 3; H: 2

> O=C(CSCc1ccco1)c1cccs1
  A: -3; B: -7; C: -0.4; D: 0; E: 1; F: -3; G: 12; H: 27

> O=C(C1CC(=O)N(c2ccc(Cl)cc2)C1)N1CCC(c2nc3ccccc3[nH]2)CC1 (stereo unspecified)
  A: -3; B: -5; C: -0.7; D: 5; E: -2; F: 1; G: 0; H: -4

> COc1ccc(OCCn2ccnc2)cc1
  A: 1; B: 10; C: -0.4; D: -7; E: -1; F: -7; G: 8; H: 18

> CCOC(=O)c1c(C)[nH]c(C(=O)N2CCc3cc(OC)c(OC)cc3C2)c1C
  A: 1; B: 1; C: 1.8; D: -13; E: -1; F: 6; G: -6; H: -9

> C/C(=N\Nc1ccc([N+](=O)[O-])cc1)c1ccc2c(c1)OCO2
  A: -5; B: -3; C: 33; D: 1; E: 23*; F: 4; G: 3; H: -39

> COc1ccc(S(=O)(=O)CC(=O)Nc2ccccc2Cl)cc1
  A: 1; B: -13; C: 0.3; D: -6; E: 4; F: 3; G: 1; H: 12

> CON(c1nc(Cl)nc(N(C)C)n1)S(=O)(=O)c1ccc(C)cc1
  A: -3; B: -22; C: -0.3; D: -8; E: -4; F: 0; G: 2; H: 19

> Cn1c(=O)n(C)c2cc(/C=N/n3cnnc3)ccc21
  A: -5; B: 0; C: 0.1; D: 1; E: 7; F: 5; G: 0; H: -168

> N#CC1(NC(=O)CSc2nncn2-c2ccccc2F)CCCC1
  A: -4; B: 7; C: -0.2; D: -3; E: -2; F: -4; G: -6; H: 3

> COc1ccc(N(C)S(=O)(=O)c2cccc(C(=O)OCC(=O)NCc3ccccc3OC)c2)cc1
  A: 5; B: -25; C: 4.6; D: -7; E: 1; F: -3; G: 6; H: 12

> O=[N+]([O-])c1ccccc1S(=O)(=O)c1ccccc1[N+](=O)[O-]
  A: 1; B: 16; C: 0.1; D: 6; E: 2; F: 7; G: -6; H: 17

> Cc1cc(C(=O)N/N=C/c2c(C)[nH]c3ccccc23)n[nH]1
  A: -3; B: 7; C: -0.4; D: 4; E: -12; F: 5; G: -2; H: -71

> Cc1c(C(=O)OCC(C)(C)CN(C)C)oc2ccccc12
  A: -4; B: -19; C: -0.1; D: -26; E: -2; F: -7; G: -4; H: 12

> Cc1ccc2oc(=O)c3cnn(CC(=O)N4CCCCCC4)c3c2c1
  A: -45; B: 0; C: 0.7; D: -57; E: 3; F: -2; G: -12; H: 13

> CN1CCN(CCC(=O)N/N=C/c2cc3c(cc2[N+](=O)[O-])OCO3)CC1
  A: -3; B: -11; C: -0.6; D: 2; E: 7; F: -3; G: 10; H: -8

> COc1ccc(-c2cn[nH]c2-c2ccc(OCC(=O)NN)cc2O)cc1OC
  A: 0; B: -2; C: -1.5; D: -19; E: 0; F: 3; G: 4; H: 6

> O=C(NCc1ccccn1)c1ccc(NC(=O)c2ccco2)cc1
  A: -7; B: -2; C: -2.3; D: 0; E: -3; F: 3; G: -6; H: 29

> COc1ccc(Br)cc1C(=O)Nc1ccc(N2CCN(S(C)(=O)=O)CC2)cc1
  A: -4; B: -17; C: -4.3; D: 7; E: 2; F: -11; G: -19; H: -12

> O=C(O)C1CCCN(S(=O)(=O)c2ccccc2[N+](=O)[O-])C1 (stereo unspecified)
  A: -5; B: -2; C: 1.0; D: -13; E: 2; F: 4; G: -1; H: 5

> CC(=O)Nc1ccc(OS(=O)(=O)c2ccc(C)cc2C)cc1
  A: -2; B: 1; C: -1.2; D: -12; E: 16*; F: -1; G: 2; H: 2

> N/C(=N/OS(=O)(=O)c1ccc([N+](=O)[O-])cc1)c1ccncc1
  A: -6; B: 4; C: -0.2; D: 7; E: 2; F: 6; G: 5; H: 28

> O=C(NCCc1c[nH]c2ccccc12)C1CCN(S(=O)(=O)c2ccc(F)cc2)CC1
  A: -2; B: 2; C: 1.5; D: -16; E: -3; F: -2; G: -13; H: 14

NR3A LBD binder: what is marked active above
| Structure | HKDC1 inh | SENP6 block | MPTP inh | PfG6PD inh | NR3A LBD binder | SENP7 inh | ATG4B inh |
| --- | --- | --- | --- | --- | --- | --- | --- |
| C/C(=N\Nc1ccc([N+](=O)[O-])cc1)c1ccc2c(c1)OCO2 | -5 | -3 | 33 | 1 | 23* | 4 | 3 |
| CC(=O)Nc1ccc(OS(=O)(=O)c2ccc(C)cc2C)cc1 | -2 | 1 | -1.2 | -12 | 16* | -1 | 2 |

Additional results:
Labels used below: A = HKDC1 inh; B = SENP6 block; C = MPTP inh; D = PfG6PD inh; E = NR3A LBD binder; F = SENP7 inh; G = ATG4B inh; H = SENP8 block
> Clc1c(CSc2nc3ccccc3o2)nc2sccn12
  A: -2; B: 42; C: -2.5; D: 14; E: 8; F: 22; G: 10; H: 11

> CCCn1c(=O)c(C(=O)Nc2c(C)n(C)n(-c3ccccc3)c2=O)c(O)c2ccccc21
  A: -4; B: 5; C: 0.7; D: -7; E: -2; F: 4; G: -5; H: -5

> CCCCN1C(=O)C(O)=C(C(C)=O)C1c1ccccc1[N+](=O)[O-] (stereo unspecified)
  A: -2; B: 26; C: 2.8; D: 13; E: 2; F: -4; G: -9; H: 16

> O=C1c2ccccc2S(=O)(=O)c2cc(N3CCOCC3)ccc21
  A: 4; B: 62*; C: -2.3; D: 8; E: 0; F: 69*; G: 9; H: -141

> COC(=O)c1ccccc1NC(NC(=O)c1ccco1)C(=O)c1ccccc1 (stereo unspecified)
  A: 18; B: -4; C: -0.5; D: 13; E: 1; F: 0; G: -13; H: -19

> O=C(O)c1ccc(CSCc2ccccc2Cl)o1
  A: 0; B: 0; C: -1.3; D: -34; E: 0; F: -2; G: 0; H: 15

> CCOC(=O)C1(CC2CC2)CCN(C(=O)c2cc(C3CC3)nc3ccccc23)CC1
  A: -5; B: 2; C: -0.1; D: -12; E: -1; F: 1; G: -2; H: -5

> CC1CCN(CCCCOc2ccccc2F)CC1
  A: -3; B: -8; C: -0.2; D: -13; E: 3; F: 8; G: -7; H: 17

> O=c1[nH]c(CN2CCN(c3ccc(O)cc3)CC2)nc2scc(-c3ccc(Cl)cc3)c12
  A: 19; B: -8; C: 2.4; D: 78*; E: -1; F: 7; G: -4; H: 7

> COc1cc(Cl)ccc1OCc1cc(C(=O)N2CCCCC2c2cccnc2)no1 (stereo unspecified)
  A: 6; B: -2; C: -0.7; D: -10; E: -3; F: -5; G: 3; H: 21

> COc1ccc(C(=O)NC(=S)N2CC(C)OC(C)C2)cc1 (stereo unspecified)
  A: -7; B: 2; C: 1.1; D: -1; E: -5; F: 1; G: 0; H: 14

> CCc1nnc(NC(=O)c2c(-c3ccccc3)noc2C)s1
  A: -2; B: -12; C: -2.2; D: -12; E: -1; F: -4; G: -14; H: 6

> COc1cc(OC)cc(C(=O)NCCNc2nc3cc(C)cc(C)c3cc2C#N)c1
  A: 6; B: 7; C: 0.1; D: -5; E: -1; F: -6; G: -2; H: -427

> O=C(O)CC1Sc2ccccc2NC1=O (stereo unspecified)
  A: 3; B: 4; C: 2.2; D: -2; E: 1; F: 9; G: 6; H: 8

> COc1ccccc1C(=O)NCCC(=O)Nc1ccc(S(=O)(=O)N2CCC(C)CC2)cc1
  A: 8; B: -4; C: 0.3; D: -2; E: -3; F: 4; G: -23; H: 13

> Cc1ccc(C(=O)Cn2c(C(=O)/C=C/c3ccccc3)nc3ccccc32)cc1
  A: 10; B: -7; C: 0.6; D: -7; E: 1; F: -3; G: -6; H: -4

> O=C(c1ccccc1)N1CCCCC(S(=O)(=O)c2ccccc2)C1=O (stereo unspecified)
  A: 12; B: 3; C: -2.2; D: -14; E: 1; F: 9; G: -12; H: 7

> O=C(NC1CCCCCC1)c1cc2ccccc2oc1=O
  A: 0; B: 73*; C: -0.6; D: -1; E: -1; F: 56*; G: 6; H: -136

> O=C(CCNS(=O)(=O)c1ccc(Br)cc1)N1CCN(c2ccccc2O)CC1
  A: 7; B: -13; C: -1.1; D: 11; E: 3; F: -5; G: -14; H: 24

> CCOc1ccc(NC(=O)C2CC(=O)N(C)C(=Nc3ccc4c(c3)OCO4)S2)cc1 (stereo unspecified)
  A: -8; B: 2; C: 1.3; D: -13; E: -22; F: 0; G: 0; H: 19

> CC(C)[C@H](NC(=O)c1ccccc1F)C(=O)NCc1ccc(S(N)(=O)=O)cc1
  A: 4; B: -19; C: 0.8; D: -3; E: 0; F: -1; G: 5; H: 19

> CN(C)c1ccc(C2NC(=O)c3ccccc3N2)cc1 (stereo unspecified)
  A: 5; B: 91*; C: 3.0; D: -5; E: -1; F: 93*; G: -3; H: -272

> Cc1cccc(N(C(=O)C(F)(F)F)C(C(=O)NC2CCCCC2)c2cccs2)c1 (stereo unspecified)
  A: -9; B: 10; C: 1.3; D: -11; E: -13; F: 2; G: 0; H: 19

> Cc1ccc(C(=O)N2CCN(C(=O)c3ccco3)CC2)cc1NC(=O)c1ccco1
  A: -1; B: 1; C: 2.3; D: 1; E: 3; F: 6; G: 6; H: 14

> CN(CCO)CCC(=O)NC1(C)CS(=O)(=O)CC1S(=O)(=O)O (stereo unspecified)
  A: -2; B: -11; C: 0.9; D: -15; E: 0; F: -3; G: -3; H: 5

> O=C(c1cc(-c2ccccc2Cl)on1)N1CCN(C(=O)c2ccco2)CC1
  A: -5; B: -12; C: -1.0; D: 11; E: 2; F: 4; G: -13; H: 43*

> CN(CC(=O)NCc1ccc2c(c1)OCO2)S(=O)(=O)c1ccc(F)cc1
  A: 4; B: -12; C: 1.3; D: -12; E: -3; F: -3; G: 3; H: 15

> O=C1NCCN1c1ccccc1
  A: -6; B: .; C: -0.6; D: 1; E: 0; F: .; G: -7; H: 8

> COc1ccccc1NC(=O)c1ccccc1NC(=O)c1ccccc1C(=O)O
  A: -4; B: 8; C: 0.8; D: 7; E: -1; F: 1; G: 0; H: -165

> CCCCOC(=O)CSc1nc2ccccc2o1
  A: -4; B: -10; C: -0.6; D: 16; E: 1; F: 3; G: -2; H: 16

> COc1ccc(NC(=O)CS(=O)c2ccc(Br)cc2)cc1 (stereo unspecified)
  A: -6; B: 10; C: -0.6; D: 2; E: -1; F: -6; G: 6; H: -5

> CC1(c2ccc(OCC(N)=O)cc2)NC(=O)NC1=O (stereo unspecified)
  A: -5; B: 17; C: 0.6; D: -11; E: 1; F: -12; G: 0; H: 10

> CSCCC(NC(=O)c1ccccc1)C(=O)NNC(=O)c1ccccc1 (stereo unspecified)
  A: -8; B: -6; C: 0.1; D: -7; E: 1; F: -1; G: -1; H: 0

> CC1(C)CC(=O)C2=C(C1)N(Cc1ccco1)C(=O)C2(NC(=O)C1CCCCC1)C(F)(F)F (stereo unspecified)
  A: -8; B: 7; C: -3.7; D: -8; E: 0; F: 1; G: -4; H: 12

> C[C@@]12CCC3[C@@](CCC4[C@@]3(C)CCC[C@@]4(C)C(=O)NC3CCCCC3)(CC1=O)C2 (stereo partly specified)
  A: 1; B: -10; C: 0.7; D: -2; E: 0; F: 3; G: -12; H: 5

> CCc1cc(C(=O)NC2CCCc3c2cnn3-c2cccc(C)c2C)n(C)n1 (stereo unspecified)
  A: 5; B: -5; C: .; D: 2; E: -2; F: -5; G: -1; H: .

> COc1ccccc1NC(=O)Cn1nc(-c2ccncc2)nc1SCC(=O)NC1CCCC1
  A: -4; B: 16; C: -0.7; D: 8; E: -3; F: 13; G: -1; H: 28

> CCOC(=O)Cc1csc(NC(=S)NC(=O)c2cccc([N+](=O)[O-])c2)n1
  A: -7; B: -4; C: 3.9; D: 8; E: -6; F: -10; G: 0; H: 13

> COc1ccc(CCNC(=O)C(=O)NCC2CCNCC2)cc1OC
  A: -9; B: -11; C: 0.6; D: 24; E: 0; F: 3; G: 0; H: 14

> O=C(CN1CCCCC1)N1CCN(c2ccccc2)CC1
  A: -1; B: 15; C: -0.6; D: -4; E: -5; F: -8; G: 8; H: 10
